Screening results from PubChem BioAssay.
PREPL inh: inhibits the human prolyl oligopeptidase-like enzyme | inhibition, % at 5.96 µM | recombinant PREPL, fluorescence polarization activity-based probe | Q4J6C6 | AID 2751 | 320,000 tested, 0.68% active; in the data active = inhibition above about 43%;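 note: 0% = enzyme with DMSO and 100% = wells lacking enzyme; many of its hits are not listed in these tables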
EBNA-1 inhibitor: blocks EBNA-1 binding to DNA; EBNA-1 DNA binding, fluorescence polarization; inhibition, % at 14.8 µM; 300,000 tested, 0.34% active; AID 1950; in the data active = inhibition above about 28%
LYPLA2 counter: blocks human lysophospholipase 2, a PME1 counter-screen; O95372; recombinant LYPLA2, FP-Rh probe fluorescence polarization; inhibition, % at 5.9 µM; 320,000 tested, 0.38% active;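 active = inhibition above the screen-wide mean plus 3 SD, limit set per campaign, cut at about 26% in these data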;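 note: 0% = LYPLA2 with DMSO and 100% = wells lacking LYPLA2 enzyme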
PAFAH2 FP inh: inhibitors of human PAFAH2. Q99487. recombinant PAFAH2, FP-rhodamine activity probe, fluorescence polarization. inhibition, % at 3.39 µM. 340,000 tested, 0.99% active;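 active = inhibition above the mean over all tested compounds plus 3 SD, cut at about 30% in these data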;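 note: inhibitors block probe labeling of enzyme so polarization drops; 0% = enzyme with DMSO and 100% = wells lacking PAFAH2 protein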
GSTO1 counter: GSTO1 inhibition, counter-screen for RBBP9 inhibitors; inhibition, % at 5.96 µM; 300,000 tested, 1.1% active; recombinant GSTO1, activity-based probe fluorescence polarization; P78417;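 active = inhibition above the campaign mean inhibition plus 3 SD, cut at about 35% in these data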;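 note: 0% = GSTO1-1 with DMSO and 100% = wells lacking GSTO1-1 enzyme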
ZTA DNA inh: blocks Epstein-Barr virus ZTA, an EBNA-1 counter-screen; ZTA-DNA binding, fluorescence polarization; inhibition, % at 11 µM; 320,000 tested, 0.15% active; in the data active = inhibition above about 33%
PAFAH1B3 inh: inhibitors of human PAFAH1B3; Q15102; recombinant PAFAH1B3, FP-rhodamine probe, fluorescence polarization; inhibition, % at 3.39 µM; 340,000 tested, 0.28% active; AID 492972;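 active = inhibition above the screen-wide average of all tested compounds plus 3 SD, cut at about 25% in these data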;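 note: 0% = enzyme with DMSO only and 100% = wells lacking PAFAH1B3 protein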
PAD4 FP inh: inhibitors of human PAD4; inhibition, % at 6.36 µM; Q9UM07; recombinant PAD4, RCA probe fluorescence polarization; AID 485272; 330,000 tested, 0.41% active;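 active = percent inhibition above a cutoff equal to the mean of all tested compounds plus 3 SD, cut at about 15% in these data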;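 note: 0% = PAD4 with RCA probe and DMSO and 100% = probe without PAD4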
Target sequence (Q9UM07 whole entry, looked up): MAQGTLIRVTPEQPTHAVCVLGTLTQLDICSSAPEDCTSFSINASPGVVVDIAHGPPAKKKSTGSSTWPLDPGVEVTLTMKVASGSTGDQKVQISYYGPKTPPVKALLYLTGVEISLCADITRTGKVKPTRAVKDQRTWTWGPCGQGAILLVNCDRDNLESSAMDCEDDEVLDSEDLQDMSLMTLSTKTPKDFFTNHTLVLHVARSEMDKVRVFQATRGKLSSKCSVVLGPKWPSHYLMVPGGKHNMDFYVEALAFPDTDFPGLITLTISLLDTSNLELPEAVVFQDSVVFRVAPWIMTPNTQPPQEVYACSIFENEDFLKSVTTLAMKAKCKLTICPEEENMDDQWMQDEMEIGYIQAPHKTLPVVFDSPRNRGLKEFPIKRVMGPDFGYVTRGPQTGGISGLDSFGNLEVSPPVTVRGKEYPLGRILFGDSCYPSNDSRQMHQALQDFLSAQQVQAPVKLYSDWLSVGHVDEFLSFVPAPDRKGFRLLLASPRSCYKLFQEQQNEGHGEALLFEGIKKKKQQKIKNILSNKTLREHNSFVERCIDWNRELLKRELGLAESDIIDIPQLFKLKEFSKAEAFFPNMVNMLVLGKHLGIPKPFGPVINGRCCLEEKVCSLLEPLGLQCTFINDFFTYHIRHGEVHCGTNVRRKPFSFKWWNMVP
LYPLA1 inh: blocks human lysophospholipase 1, a PME1 counter-screen. recombinant LYPLA1, FP-Rh probe fluorescence polarization. O75608. 320,000 tested, 0.16% active. inhibition, % at 5.9 µM;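 active = inhibition above the mean of all tested compounds plus 3 SD, set per campaign, cut at about 14% in these data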;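 note: inhibitors block serine hydrolase probe labeling of LYPLA1 so polarization falls; 0% = enzyme with DMSO and 100% = wells lacking LYPLA1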
Target sequence (O75608 whole entry, looked up): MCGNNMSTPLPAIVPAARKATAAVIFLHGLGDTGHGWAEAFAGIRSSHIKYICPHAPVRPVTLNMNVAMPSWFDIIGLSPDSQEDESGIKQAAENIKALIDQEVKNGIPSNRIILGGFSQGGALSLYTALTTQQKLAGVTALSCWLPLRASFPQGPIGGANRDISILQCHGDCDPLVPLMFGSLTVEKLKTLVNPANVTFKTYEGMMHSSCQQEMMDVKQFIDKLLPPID
* = called active by the depositor; . = no result given. A portion of the library (hit frequency here may not be typical).

SMILES	PREPL inh	EBNA-1 inhibitor	LYPLA2 counter	PAFAH2 FP inh	GSTO1 counter	ZTA DNA inh	PAFAH1B3 inh	PAD4 FP inh	LYPLA1 inh
CC(C)(C)OC(=O)C[C@@H]1C/C=C\C[C@@H](CC(=O)NCCO)C(=O)N[C@H](Cc2c[nH]c3ccccc23)COC1=O	6	.	.	-1	.	.	13	2	.
COc1cccc(NC(=S)NNC(=O)Cn2nc(C(F)(F)F)cc2C)c1	18	6	2	-9	4	-19	4	3	2
CNC(=O)/C(C#N)=C/c1c(N2CCN(c3ccc(OC)cc3)CC2)nc2c(C)cccn2c1=O	52*	4	8	10	4	6	9	0	2
COc1cccc(NC(=O)CN(c2ccc([N+](=O)[O-])cc2)S(=O)(=O)c2ccccc2)c1	-44	-10	-16	0	-2	8	10	1	-13
COC(=O)c1ccccc1NC(=O)[C@@H]1CCC(=O)N1C1OC(=O)c2c1ccc(OC)c2OC (stereo partly specified)	12	-11	0	-5	1	-9	5	-8	2
O=C(/C=C/c1ccc2c(c1)OCO2)N1CCN(c2ccccc2F)CC1	5	5	-4	-1	-4	0	-4	1	-3
FC(F)(F)c1cc(CCN2C(=S)NC[C@@H]2c2ccccc2)cc(C(F)(F)F)c1	9	0	-5	1	14	-8	5	3	2
CC(C)C1Oc2ccccc2N(CC(=O)NCCCN2C(C)CCCC2C)C1=O (stereo unspecified)	1	3	-7	-4	3	-4	5	1	-1
CCN(c1ccccc1)S(=O)(=O)c1cc(NC(=O)CSc2n[nH]c(=O)[nH]c2=O)ccc1Cl	-26	-4	-5	-1	52*	-1	-28	2	-2
CCc1cc(C(=O)N/N=C/c2c(C)[nH]c3ccccc23)cs1	12	6	10	0	-6	-18	4	1	0
Cc1ccc(OCC(=O)NNC(=O)CCc2ccccc2)c(Br)c1	11	-5	1	8	1	-6	2	4	-3
CSc1cccc(NC(=S)N2CCC(c3ccccc3)C2)c1 (stereo unspecified)	5	2	10	2	-5	11	7	3	0
CCOC(=O)C1=C(C)N=c2s/c(=C3\C(=O)Nc4ccccc43)c(=O)n2C1c1ccc2c(c1)OCO2 (stereo unspecified)	2	6	0	5	1	16	-2	-4	-3
CC(C)(C)CC(=O)Nc1cccc2c1CCCC2	1	13	-3	0	-2	6	-3	6	3
Nc1nc(SCC(=O)c2cccc([N+](=O)[O-])c2)n[nH]1	-1	3	-7	-2	-5	-2	4	1	-8
O=C(NCCN1CCCCCC1)C1CCC(CNS(=O)(=O)c2cccc3cccnc23)CC1 (stereo unspecified)	29	5	4	-1	0	-15	6	-2	-2
O=C(NC(=S)N1CCN(c2ccccn2)CC1)c1ccccc1	4	-1	1	5	0	8	6	-3	-3
O=C1CCCN1CCC1CCN(C(=O)Nc2ccccc2)CC1	8	10	4	-1	8	6	13	-1	-1
CCCCCN(C(=O)CCC(=O)OCC(=O)N(C)c1ccccc1)c1c(N)n(CCCC)c(=O)[nH]c1=O	2	-5	3	-8	-1	-2	-8	-1	-1
CNc1nc(N)c([N+](=O)[O-])c(Nc2ccccc2OC)n1	0	-11	-8	4	1	-5	7	-6	0
c1ccc(N2CCN(c3ccccc3)C2c2cccs2)cc1	19	6	11	3	0	2	11	-3	0
FC(F)Sc1nnc(-c2cccs2)n1-c1ccccc1	-1	9	-2	0	1	3	-2	0	-3
Cc1ccc(S(=O)(=O)Nc2ccc(C(=O)NCCCn3ccnc3)cc2)cc1[N+](=O)[O-]	0	.	5	0	.	5	12	-1	3
CC1(C)CC(=O)C(C=NC2CC(C)(C)NC(C)(C)C2)=C(O)C1	-7	-8	1	-6	-2	1	3	-1	1
COc1cccc(NC(=S)N2CCN(c3ccccn3)CC2)c1	9	7	-4	14	8	-3	-2	-5	-1

The list goes on, starting with the last two of the part before.
SMILES	PREPL inh	EBNA-1 inhibitor	LYPLA2 counter	PAFAH2 FP inh	GSTO1 counter	ZTA DNA inh	PAFAH1B3 inh	PAD4 FP inh	LYPLA1 inh
CC1(C)CC(=O)C(C=NC2CC(C)(C)NC(C)(C)C2)=C(O)C1	-7	-8	1	-6	-2	1	3	-1	1
COc1cccc(NC(=S)N2CCN(c3ccccn3)CC2)c1	9	7	-4	14	8	-3	-2	-5	-1
CCN(Cc1ccccc1)S(=O)(=O)c1ccc2c(c1)NC(=O)CS2	-4	0	8	9	-1	3	5	1	2
COC(=O)c1cccc(/C=N/NC(N)=S)c1O	-11	3	0	1	7	8	4	-2	0
O=C(NCCCn1ccnc1)/C(=C/c1cccnc1)NC(=O)c1ccco1	20	1	-2	-6	21	-8	-2	2	-1
O=C(NC1CCS(=O)(=O)C1)c1ccccc1C(=O)c1ccccc1 (stereo unspecified)	2	0	0	2	1	11	2	0	-6
Cn1c(N2CCN(c3ccccn3)CC2)nc2c1c(=O)n(Cc1ccc(Cl)cc1)c(=O)n2C	1	-10	3	-6	2	-24	8	2	0
Cc1ccc(N2CC(C(=O)Nc3nc4ccc(S(C)(=O)=O)cc4s3)CC2=O)cc1C (stereo unspecified)	-9	-2	-3	-4	1	0	-4	3	-1
Cc1ccc(C(=O)Nc2nncs2)cc1S(=O)(=O)N1CCOCC1	-1	-2	6	-5	1	16	4	-5	0
CCOc1cc(C(=S)N2CCOCC2)cc(Br)c1OS(=O)(=O)c1ccccc1	0	2	1	-1	-2	-23	8	1	-1
CCOCc1nnc(NC(=O)CSc2ccc(C)cc2)s1	-6	1	-6	-3	6	7	6	0	-4
O=C(CCc1nnc(CCc2ccccc2)o1)N1CCCCC1CCn1cccn1 (stereo unspecified)	15	-9	-4	-2	-2	-5	2	0	1
Cc1c(CC(=O)O)c(=O)oc2cc(OCc3ccc(F)cc3F)ccc12	17	7	2	3	7	2	5	0	-3
COc1ccc(C(=O)NCC(c2cccs2)N2CCc3ccccc32)cc1OC (stereo unspecified)	-3	-9	-1	4	9	15	0	-3	2
CS(=O)(=O)N1CCN(c2ccccc2NC(=O)c2ccc(-c3ccc(Br)cc3)o2)CC1	-2	2	-12	-3	2	3	7	-2	-7
COC(=O)c1ccc(Cn2cc(Cl)cn2)o1	-3	-2	-6	5	1	-7	8	-2	-6
COc1ccc(-c2nnc(SCc3nnc(-c4ccccc4)o3)n2C)cc1OC	0	4	4	4	-4	2	0	-2	-2
COc1cc(C(=O)NC(=S)Nc2ccc(Cl)cn2)cc(OC)c1OC	-8	-12	-3	-3	-2	-3	5	5	-6
COc1cc(OC)c(OC)cc1/C=C1/C(=O)N=C(N)N1C	-4	2	-3	7	-7	-7	1	0	1
COc1ccccc1NS(=O)(=O)c1ccc(O)c(C(=O)OCC(=O)Nc2ccccc2F)c1	13	-3	6	34*	-13	-7	7	-7	3
CCCCC(NC(C)=O)c1nc2ccccc2n1CCCC (stereo unspecified)	5	-3	4	0	-6	-3	6	3	-2
CC(=O)c1c(C)nn(-c2ccccc2)c1C	-12	-3	5	-5	2	2	11	1	2
COc1ccc([N+](=O)[O-])cc1NC(=S)Nc1ccccc1	-4	6	1	-3	1	-1	8	-2	-1
Cc1cc(N/N=C/c2cccc(Br)c2)nc2ccccc12	24	1	-1	-6	0	1	10	-5	7
CCOc1ccc2c(c1)C(c1ccccc1)=NNC(c1ccccc1)=N2	4	10	1	-4	0	-8	4	-1	-2
Nc1ccc2nn(-c3cc([N+](=O)[O-])ccc3O)nc2c1	11	12	4	15	-21	2	24	-2	0
COc1cc(C)ccc1OCCCCOc1ccccc1C(C)=O	2	8	-3	2	0	3	4	-4	1
Next part:
SMILES	PREPL inh	EBNA-1 inhibitor	LYPLA2 counter	PAFAH2 FP inh	GSTO1 counter	ZTA DNA inh	PAFAH1B3 inh	PAD4 FP inh	LYPLA1 inh
Cc1ccc(OCCNCC(O)COc2ccccc2)cc1 (stereo unspecified)	-1	0	4	-2	8	-13	2	-1	2
CCN1CCN(S(=O)(=O)c2cc3c(cc2Cl)NC(=O)CO3)CC1	-3	3	0	1	2	7	8	4	-5
COc1ccc(Cl)cc1N(CC(=O)NC1CC2CCC1C2)S(=O)(=O)c1ccccc1 (stereo unspecified)	13	2	-3	11	-5	1	-4	-3	-6
CCOC(=O)c1c(C)c(C(=O)N2CCN(c3cccc(Cl)c3)CC2)c(C)n1C	-42	8	5	7	9	8	9	4	1
Cc1nn(-c2ccccc2)c(Cl)c1C(=O)NC1CCCCC1	18	-10	4	-2	1	1	-3	-9	4
Cc1ccc(-c2nc(SCC(=O)NCCN3C(=O)CSC3=O)[nH]c2-c2ccc(C)cc2)cc1	-11	0	6	.	-5	13	.	-4	0
COc1ccc(N2CCN(Cc3oc(CO)cc(=O)c3O)CC2)cc1	4	10	0	-1	10	17	-3	2	3
Cc1cc(Oc2ccc(-c3ccccc3)cc2)nc(N2CCOCC2)n1	38	-2	4	-2	3	-4	6	3	1
CCn1cc(C(=O)O)c(=O)c2cc(F)c(N3CCN(C(=S)NC(=O)c4cccc(C)c4)CC3)cc21	-4	-12	0	-1	9	7	-1	2	0
Cc1cc(C)n2cc(CSc3ccc(Br)cc3)nc2n1	7	6	2	3	-6	15	5	-1	-7
O=C(Nc1ccc(S(=O)(=O)NCc2ccco2)cc1)c1ccc(F)cc1	-7	-4	-2	-2	-5	3	-6	-1	-4
COc1ccc(/C=C/C(=O)NCCOc2ccc(C)cc2)cc1	-6	11	7	1	-1	-6	7	-4	0
CC1=CC(C)(C)N2C(=O)C3(C(C#N)=C(N)Oc4cc(C)oc(=O)c43)c3cc(C)cc1c32 (stereo unspecified)	-5	-10	2	1	4	-16	6	5	1
CCOC(=O)C1=C(O)C(=O)N(c2ccccc2)C1c1cccc([N+](=O)[O-])c1 (stereo unspecified)	2	0	-4	-5	3	-1	9	0	-2
CC(=O)c1ccc(NC(=S)N2c3ccccc3CC2C)cc1 (stereo unspecified)	-2	10	2	0	-1	15	9	-5	-3
c1ccc(-c2csc3ncnc(NCCN4CCOCC4)c23)cc1	0	17	3	2	5	-2	-8	1	3
O=C(c1ccc2c(c1)OCO2)C1CCCN(Cc2ccc(OC(F)F)cc2)C1 (stereo unspecified)	-15	-2	12	-3	1	-6	0	-2	0
Cc1cc(C)c(S(=O)(=O)c2cc(F)ccc2C)c(=O)[nH]1	12	6	0	1	-1	6	-1	0	-3
CCc1ccccc1NC(=O)c1ccc(CN2CCC(Cc3ccccc3)CC2)cc1	-35	8	-2	5	-1	-15	4	-2	0
COc1ccc(N(CC(O)Cn2c(C)nc3ccccc32)S(=O)(=O)c2ccccc2)cc1 (stereo unspecified)	25	2	-1	-8	0	8	2	0	-2
COc1ccc(NC(=O)C2CC(=O)NC(Nc3cccc(C)c3)=N2)cc1 (stereo unspecified)	6	-4	11	3	4	2	7	-7	0
CCOC(=O)c1cnc2nc(NCc3ccc(OCc4ccccc4)cc3)[nH]n2c1=O	8	5	9	-2	-1	4	8	3	1
COc1cc(CSc2nnnn2-c2ccc(C)cc2)cc(OC)c1OC	-1	0	2	3	2	2	-2	5	0
COC(=O)[C@]1(Cc2ccccc2)N[C@H](CN(C)C(=O)Nc2ccc(F)cc2)[C@@H]2C(=O)N(Cc3ccccc3)C(=O)[C@@H]21	7	.	.	2	.	.	-1	4	.
CSCCC(NC(=O)c1ccccc1)C(=O)NCc1ccco1 (stereo unspecified)	-6	0	-8	3	3	-2	10	3	-2
O=C(NC1CCCCC1)NC1CC2CCC(C1)N2C(=O)NCc1ccccc1 (stereo unspecified)	16	4	6	.	4	-11	.	2	-1

Compound profiles, as listed above. Order of screens: PREPL inh | EBNA-1 inhibitor | LYPLA2 counter | PAFAH2 FP inh | GSTO1 counter | ZTA DNA inh | PAFAH1B3 inh | PAD4 FP inh | LYPLA1 inh
CCN(c1ccccc1)S(=O)(=O)c1cc(NC(=O)CSc2n[nH]c(=O)[nH]c2=O)ccc1Cl across the screens: -26 | -4 | -5 | -1 | 52* | -1 | -28 | 2 | -2
Cc1c(CC(=O)O)c(=O)oc2cc(OCc3ccc(F)cc3F)ccc12 across the screens: 17 | 7 | 2 | 3 | 7 | 2 | 5 | 0 | -3
